Screening results deposited in PubChem BioAssay by National Center for Advancing Translational Sciences (NCATS).
VP16 counter = inhibits Gal4-VP16 luciferase reporter, ROR gamma counter-screen; Drosophila S2 Gal4-VP16 UAS-luciferase, luminescence, 20 h; Potency, µM (titrated, usually from 53.6 µM), for the others: top-dose activity, negative = inhibition, hits mostly inhibitors; hit rate 3.5% among 310,000; AID 2546;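 note: Gal4-VP16 expression switched on by copper sulfate through the metallothionein promoter; % is set by controls: 0 for no effect and ±100 for the full control effect; nearly all actives have a fitted effect of over 50% in size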
ELG1 genotoxic = genotoxicity induction in ELG1-luciferase HEK293T cells | HEK293T ELG1-luciferase reporter, luminescence, 16 h | Potency, µM (series often up to 46 µM), inactives show at the highest dose activity change, positive = activation, hits mostly activators | hit rate 1.3% among 330,000; note: % of control where 0% means no effect; nearly all actives have a fitted effect of over 60% in size
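Cells (2,000/well) expressing the ELG1-luciferase fusion are dosed by pin tool and kept 16 hr at 37 °C, 5% CO2. Signal comes from ONE-Glo luciferase reagent after 30 min at room temperature.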
RORg inh = inhibitors of mouse ROR gamma transcriptional activity; P51450; Potency, µM (doses to about 53.6 µM), inactives show at the highest dose activity change, negative = inhibition, most hits filed as inhibitors; hit rate 5.4% among 310,000; Drosophila S2 Gal4-RORgamma UAS-luciferase reporter, 20 h; note: % is set by controls: 0 for no effect and ±100 for the full control effect; nearly all actives have a fitted effect of over 60% in size
Target sequence (P51450 whole entry, looked up, the tested form may be a part): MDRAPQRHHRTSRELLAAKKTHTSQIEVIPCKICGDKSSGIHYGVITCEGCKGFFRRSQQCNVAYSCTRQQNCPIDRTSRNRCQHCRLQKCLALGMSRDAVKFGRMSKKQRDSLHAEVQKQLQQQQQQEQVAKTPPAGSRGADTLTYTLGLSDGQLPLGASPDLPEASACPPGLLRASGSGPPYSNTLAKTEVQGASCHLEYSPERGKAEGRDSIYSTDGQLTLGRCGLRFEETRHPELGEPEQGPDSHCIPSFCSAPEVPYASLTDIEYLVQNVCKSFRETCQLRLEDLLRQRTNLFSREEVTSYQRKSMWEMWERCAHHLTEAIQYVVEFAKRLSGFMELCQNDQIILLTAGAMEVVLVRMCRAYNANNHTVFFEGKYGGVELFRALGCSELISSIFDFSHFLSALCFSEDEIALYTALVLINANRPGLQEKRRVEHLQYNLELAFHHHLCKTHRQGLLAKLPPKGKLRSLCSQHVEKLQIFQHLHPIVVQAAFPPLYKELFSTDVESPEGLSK
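Luciferase reporter read in Schneider cells carrying Gal4-RORγ (mouse) and UAS-Photinus luciferase; cells given compound 1 h before 700 uM copper sulfate induction, then incubated 20 h at ambient temperature.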
Rab9 promoter act = Rab9 promoter activation | Potency, µM (top dose mostly 9.22 µM), inactives show at the highest dose activation, negative = inhibition, most hits filed as activators | Huh7 Rab9 promoter-luciferase reporter, luminescence, 24 h | hit rate 2.8% among 320,000; note: % of control where 0% means no effect; nearly all actives have a fitted effect of over 60% in size
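Stable Rab9-luc Huh7, 1500 cells/well, 2 h settle; cmpd in DMSO, 24 h, 37 °C/5% CO2; luciferase reagent 10 min RT; luminescence.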
uPA surface inh = cell surface uPA generation inhibition; AID 540303; cell surface uPA generation assay, qHTS; Potency, µM (top dose mostly 38.3 µM), inactives show at the highest dose activity change, negative = inhibition, most hits filed as inhibitors; hit rate 0.31% among 330,000; active = well fitted inhibition curve with a large enough effect; inconclusive = small, poorly fitted or top-dose-only effect; inactive = no such curve, though single readings can be large or run the other way; tested in mouse RAW 264.7 cells; note: % is set by controls: 0 for no effect and ±100 for the full control effect; nearly all actives have a fitted effect of over 55% in size
p53 reactivation = mutant p53 re-activation in reporter cells; H1299 p53-A138V BP100-luciferase reporter, luminescence, 24 h; Potency, µM (highest dose often 92.2 µM), without a hit: top-dose activity change, positive = activation, actives largely listed as activators; hit rate 0.063% among 320,000; note: % of control where 0% means no effect; nearly all actives have a fitted effect of over 45% in size
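H1299 (p53-null), stable ts p53-A138V + BP100-Luc; 1000 cells/well, Opti-MEM/10% FBS; cpd 4 pt, 1:5; 24 h, 37 deg C, 5% CO2; detection reagent 10 min RT; luminescence.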
MBNL1 CUG block = MBNL1-poly(CUG) RNA binding inhibition; AID 2675; hit rate 0.036% among 280,000; TR-FRET MBNL1-His/biotin-(CUG)12 binding, 665/545 ratio; Potency, µM (series often up to 57.5 µM), for inactives: top-dose activity change, negative = inhibition, hits mostly inhibitors; Q9NR56; active = well fitted inhibition curve with a large enough effect in the signal ratio, with a control signal flat, not every such curve was filed as active; inconclusive = small, poorly fitted or top-dose-only effect, or effect the other way, or a change in a side signal; inactive = no such curve, though single readings can be large or run the other way; the % refers to the signal ratio; note: % is set by controls: 0 for no effect and ±100 for the full control effect
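Compound titration spanned 92 nM–58 uM against the MBNL1-His/biotin-(CUG)12 complex. After 60 min at room temperature with 5 nM streptavidin-XL665 and 0.055 ng/ul terbium anti-His, ratiometric 665/545 nm emission (Ex 340 nm) normalized to controls.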
BRCA1 expr act = BRCA1 expression activation; MCF7-BRCA1-FFLuc reporter, luminescence, 48 h; response scale: scaled: vehicle 0%, 10 µM genistein 100%; Potency, µM (doses to about 46.1 µM), for the others: top-dose activation, most hits filed as activators; hit rate 1.1% among 380,000; AID 624202; note: nearly all actives have a fitted effect of over 80% in size; some results filed as inactive show a strong effect at the top dose
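Using MCF7 cells harboring a BRCA1 firefly luciferase reporter, plated 2 h before compound pinning, the screen measured luminescence after 48 h incubation. Responses were normalized to DMSO and 10 microM genistein, then fitted for concentration-effect.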
NPC1 promoter act = NPC1 promoter activation; Potency, µM (doses to about 9.22 µM), inactives show at the top dose activation, actives largely listed as activators; hit rate 2.4% among 320,000; AID 485313; Huh7 NPC1 promoter luciferase reporter, 24 h;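 note: % of control where 0% means no effect; nearly all actives have a fitted effect of over 60% in size; reporter is driven by a mutant NPC1 promoter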
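Stable NPC1-promoter luciferase Huh7 line; cpd (DMSO) 24 h, 37 °C, 5% CO2; Amplite luciferase reagent 10 min RT; luminescence readout. qHTS format.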
FLuc modulator = firefly luciferase modulation, counter-screen for miR-21 project; P08659; purified FLuc, Km substrates, luminescence inhibition; Potency, µM (doses to about 57.5 µM), inactives show top-dose activity change, negative = inhibition, most hits filed as inhibitors; hit rate 6.9% among 360,000; AID 588342;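 note: plate controls were vehicle for no effect and reference inhibitor for full effect; nearly all actives have a fitted effect of over 55% in size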
Target sequence (P08659 whole entry, looked up): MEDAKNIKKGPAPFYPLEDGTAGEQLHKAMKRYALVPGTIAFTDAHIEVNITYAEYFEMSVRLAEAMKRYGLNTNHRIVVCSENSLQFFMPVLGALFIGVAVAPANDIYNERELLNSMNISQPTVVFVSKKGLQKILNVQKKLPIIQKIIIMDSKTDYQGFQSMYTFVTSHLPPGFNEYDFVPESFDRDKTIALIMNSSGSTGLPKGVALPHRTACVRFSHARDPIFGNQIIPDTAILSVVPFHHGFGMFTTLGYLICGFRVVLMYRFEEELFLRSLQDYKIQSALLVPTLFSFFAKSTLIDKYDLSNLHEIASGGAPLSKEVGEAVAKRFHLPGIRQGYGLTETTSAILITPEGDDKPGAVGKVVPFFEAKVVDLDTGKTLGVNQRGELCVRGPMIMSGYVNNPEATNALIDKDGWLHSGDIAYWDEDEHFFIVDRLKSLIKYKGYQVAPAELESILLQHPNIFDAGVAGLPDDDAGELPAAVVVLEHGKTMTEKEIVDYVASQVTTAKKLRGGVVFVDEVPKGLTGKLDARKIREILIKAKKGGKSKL
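Biochemical qHTS of compounds, final roughly 60 µM downward over six points, against 10 nM purified firefly luciferase using Km concentrations of substrates (10 uM D-luciferin, 10 uM ATP) in Tris acetate pH 7.5 buffer; luminescence output.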
* hit, by the source's call; ? = inconclusive; / = not tested or not shown; & = joins results of further samples; [ ] = remark or other dose. Unless noted, calls come from the whole dose curve; as a rule, active = well fitted curve in the direction sought with a large enough effect; inconclusive = small, poorly fitted or top-dose-only effect, or another doubt; inactive = no such curve, though single readings can be large; an effect the other way counts as inactive or inconclusive. Potency is the fitted concentration of half-maximal effect. No enrichment for hits. About 13% of those tested had a hit in this group.

No.	compound	VP16 counter	ELG1 genotoxic	RORg inh	Rab9 promoter act	uPA surface inh	p53 reactivation	MBNL1 CUG block	BRCA1 expr act	NPC1 promoter act	FLuc modulator
1	CN(C(=O)CSc1nncn1C)C1CCCN(Cc2ccccc2F)C1 (stereo not given)	-7.1%	-1.1%	-17.2%	14.1%	-15.7%	-5.8%	-8.3%	-3.7%	7.0%	0.1%
2	Cc1nn(CC(N)=O)c(=O)c2ccccc12	0.0%	-1.2%	0.4%[10 µM]	-3.1%	-5.4%	3.5%	2.5%	1.6%	1.8%	3.6%
3	COc1cccc(C2(O)CCN(C(=O)c3cccs3)CC2)c1	10.0%	1.3%	-9.8%	-4.8%	0.2%	-1.4%	-20.1%	5.6%	0.0%	1.6%
4	COc1ccc(-n2c(COc3ccc(C)cc3)nnc2SCc2ccc(C#N)cc2)cc1	-0.4%	-9.7%	28.0%	1.4%	/	-17.2%	-6.9%	-40.1%	-2.4%	0.9%
5	CC1CCCN(C(=S)NC2CCCC2)C1 (stereo not given)	-8.4%	2.2%	?	0.7%	3.0%	14.3%	-1.6%	16.7%	-2.0%	4.0%
6	OC(CNC1CCCC1)COc1ccc(F)cc1 (stereo not given)	4.3%	-2.2%	-1.3%	-3.7%	-16.3%	/	4.3%	12.8%	0.4%	-0.1%
7	Cc1ccc(C(CNC(=O)c2ccc(Br)o2)N2CCN(C)CC2)cc1 (stereo not given)	/	12.9%	/	-0.1%	-18.0%	1.6%	/	-1.7%	-1.4%	-2.7%
8	O=C(N/N=C/c1ccc(O)cc1O)C(=O)N/N=C/c1ccc(O)cc1O	3.1%	1.7%	-21.6%	-5.3%	-8.9%	/	-20.9%	-46.1%	2.8%	0.4%
9	COc1ccc(/C=N/NC(=O)Cn2cnc3ccccc3c2=O)cc1OC	2.7%	-1.6%	5.5%	-8.5%	-3.9%	-14.1%	5.9%	-1.2%	-3.0%	3.4%
10	CCOC(=O)C1CCCN(S(=O)(=O)c2ccc3c(c2)N(C(C)=O)CCO3)C1 (stereo not given)	-6.7%	1.8%	-17.7%	-5.0%	?	9.5%	-1.4%	2.4%	-2.4%	-0.6%
11	COc1ccc(OC(=O)c2ccncc2)cc1	-0.4%	6.1%	-29.6%	-4.1%	-1.6%	-1.0%	-4.1%	-9.4%	-4.9%	-20.0%
12	CCN(c1ccccc1)S(=O)(=O)c1ccc(C(=O)Nc2cc(C)ccn2)cc1	/	0.6%	/	-3.9%	2.0%	-2.6%	/	-20.5%	-10.8%	2.5%
13	CC(=O)N1CCN(C(=S)c2ccc([N+](=O)[O-])cc2)CC1	-11.0%	-0.5%	-20.4%	-6.3%	2.4%	7.8%	?	-4.5%	-1.7%	6.1%
14	COc1ccccc1NC(=O)CN1CCN(C(=O)c2ccco2)CC1	18.8%	3.7%	-3.6%	2.0%	-0.2%	-2.5%	-11.1%	-18.0%	-4.5%	-0.1%
15	CCCc1nc2c([nH]1)C(c1cccnc1)C(C#N)=C(N)O2 (stereo not given)	-0.7%	-1.3%	?	-0.2%	-0.3%	-13.5%	-6.3%	-17.8%	-0.2%	1.8%
16	CC(=O)N1CCCc2cc(S(=O)(=O)N3CCCC(C(=O)N4CCN(c5cc(C)ccc5C)CC4)C3)ccc21 (stereo not given)	?	-7.8%	8.0%	-26.2%	-13.6%	-12.8%	0.9%	-49.1%	-11.8%	1.4%&-0.2%
17	CS(=O)(=O)c1cnc2c(-c3ccc(F)cc3)cnn2c1N	-24.5%	?	11.2µM*	1.12µM*	-9.6%	?	-14.1%	?	0.794µM*	2.39µM*
18	Cc1cccc(NS(=O)(=O)c2ccc(C)c(C(=O)NCc3ccccn3)c2)c1	/	0.3%	/	2.0%	-0.8%	0.3%	/	-11.6%	0.4%	1.6%
19	O=C(Nc1ccc2c(c1)OCO2)C1CC(c2ccccc2O)=NO1 (stereo not given)	?	10.7%	1.58µM*	17.6%	-1.1%	9.0%	-4.6%	73.8%	3.8%	-9.5%
20	Cc1ccccc1C(=O)NC(=S)Nc1ccccc1N1CCCC1	-25.9%[10 µM]	8.8%	7.08µM*	-2.0%	-11.5%	-10.5%	-1.6%	-27.8%	-2.3%	3.2%
21	CCC(C)NC(=O)C1CCN(c2nc(OC)nc(OC)n2)CC1 (stereo not given)	4.7%	0.2%	-43.5%	-12.5%	5.4%	2.8%	4.8%	-25.9%	-3.5%	-0.1%
22	COc1ccc(/C(O)=C2/C(=O)C(=O)N(c3ccccn3)C2c2ccc(C(C)C)cc2)cc1 (stereo not given)	0.2%	6.0%	2.3%	-0.1%	?	-1.9%	26.3%	12.3%	-2.1%	?
23	CCN(CC)C(=O)[C@H]1CC(CC(=O)NCCCn2ccnc2)C(=O)N2CCc3c([nH]c4ccccc34)[C@]12C (stereo not given in full)	/	-0.3%	/	/	-4.5%	-1.3%	/	4.0%	/	/
24	O=C(CSc1ccccc1C(=O)O)NC1CCCCCCC1	11.0%	8.3%	16.1%	-1.2%	3.2%	2.7%	-3.1%	-0.1%	2.4%	-17.3%
25	O=C(Cn1cc2c(n1)CCCC2)NC1CCCCCC1	-7.1%	9.3%	-27.7%	3.6%	-2.2%	-2.6%	?	13.6%	-1.3%	-1.1%
26	CC(NC(=O)Nc1ccccc1)C(c1ccccc1)N1CCOCC1 (stereo not given)	-8.5%	-1.9%	?	0.3%	-10.0%	4.7%	/	-22.2%	0.3%	-0.6%
27	Cc1ccccc1C(=O)Nc1nnc(-c2ccco2)s1	-4.8%	1.46µM*	-12.5%	0.316µM*	-6.7%	6.9%	2.2%	-6.0%	0.562µM*	1.51µM*
28	CCc1nnc(NS(=O)(=O)c2ccc(N=Cc3c(C)[nH]n(-c4ccc(Cl)cc4)c3=O)cc2)s1	1.0%	3.8%	?	2.5%	-2.8%	1.8%	/	-13.6%	1.0%	-20.0%
29	Cc1ccc(NC(=O)N2CCCC2C(=O)NCc2ccc3c(c2)OCO3)cc1 (stereo not given)	-4.3%	0.1%	-0.2%	2.5%	-3.6%	0.4%	-0.7%	14.8%	-0.1%	-1.7%
30	O=C1CCCN2N=C(SCC(=O)Nc3cccc(F)c3)SC2=N1	-10.5%	-0.4%	?	-1.6%	0.5%	-6.2%	-5.5%	-1.5%	-2.7%	3.2%
31	Cc1ccc2nc(-c3ccncc3)cc(C(=O)Nc3ccncc3)c2c1	-7.4%	-4.7%	-21.9%	0.6%	4.5%	-0.8%	20.1%	-9.7%	7.8%	?
32	COc1ccccc1N(CC(=O)Nc1ccc2c(c1)OCCO2)S(=O)(=O)c1ccc(C)cc1	9.7%	-19.8%	9.9%	-2.0%	-8.2%	6.0%	-4.7%	-36.5%	0.3%	4.0%
33	CC(C)(CN1CCCC1)NC(=O)C1CCC(=O)N(CCCN2CCOCC2)C1 (stereo not given)	3.0%	-0.2%	-3.2%	-2.2%	5.9%	-3.1%	-4.2%	2.7%	0.6%	1.6%
34	COc1ccc(NC2=NCCC(=O)N2Cc2cccs2)cc1	2.5%	2.0%	16.6%	0.4%	-7.2%	-0.8%	-0.9%	5.2%	-4.6%	1.6%
35	Cc1ccc(C(=O)OC2CCS(=O)(=O)c3sccc32)cc1 (stereo not given)	-2.6%	-4.8%	1.5%	0.4%	-8.6%	6.1%	-0.3%	-10.5%	-0.1%	-0.9%
36	O=C(CN(Cc1ccc(F)cc1)C(=O)CNS(=O)(=O)c1ccc(Cl)cc1)NCC1CCCO1 (stereo not given)	3.3%	1.7%	6.0%	2.8%	-0.4%	-5.9%	3.3%	-12.0%	-43.7%[inhibitor]	2.1%
37	Cc1nc2nc(C)c(CCC(=O)N3CCOCC3)c(C)n2n1	-8.6%	-1.4%	-27.3%	-3.6%	11.3%	12.7%	5.8%	2.1%	-3.0%	6.2%
38	CCc1nc(N2CCN(CC(=O)NCC3CCCO3)CC2)c(C#N)c2c1COC(C)(C)C2 (stereo not given)	-8.6%	-5.6%	1.3%	-9.3%	-1.5%	6.8%	3.2%	-22.2%	-1.9%	4.0%
39	Nc1nonc1C(=Nc1ccc(Br)cc1)NO	3.5%	5.2%	10.4%	-3.1%	-6.0%	0.1%	-12.6%	-47.7%	1.4%	4.8%
40	CCc1nnc(NC(=O)c2ccc(COc3cccc(C)c3)o2)s1	4.1%	1.5%	-13.6%	-0.4%	-1.4%	5.4%	4.8%	20.2%	-2.6%	-2.3%
41	O=C(CSc1nc(-c2ccco2)cc(C(F)(F)F)n1)N1CCN(c2ccc(Cl)cc2)CC1	-7.3%	-8.9%	?	0.0%	-7.3%	-11.3%	8.4%	-48.7%	-4.0%	-1.9%
42	COc1cc(/C=C/C(=O)Nc2ccc(C)cc2)cc(OC)c1OC	-9.3%	-0.6%	?	0.3%	0.6%	-8.4%	17.5%	-34.8%	4.2%	?

Two of these compounds in another layout:
34) COc1ccc(NC2=NCCC(=O)N2Cc2cccs2)cc1
35) Cc1ccc(C(=O)OC2CCS(=O)(=O)c3sccc32)cc1 (stereo not given)

assay / entry	34	35
VP16 counter	2.5%	-2.6%
ELG1 genotoxic	2.0%	-4.8%
RORg inh	16.6%	1.5%
Rab9 promoter act	0.4%	0.4%
uPA surface inh	-7.2%	-8.6%
p53 reactivation	-0.8%	6.1%
MBNL1 CUG block	-0.9%	-0.3%
BRCA1 expr act	5.2%	-10.5%
NPC1 promoter act	-4.6%	-0.1%
FLuc modulator	1.6%	-0.9%
